Compound activity as filed in PubChem.
NCI-60 one-dose screen, 48 h, at 10 µM unless noted. Numbers give growth in % (100 = growth as untreated, 0 = no growth, -100 = all killed).
UO-31: UO-31 renal cancer; 81,000 compounds, 5.2% hits; AID 1794768
786-0: 786-0 renal cancer cells; 81,000 compounds, 5.1% hits; AID 1794775
TK-10: TK-10 renal cancer cells; 81,000 compounds, 3.9% hits; AID 1794769
IGROV1: IGROV1 ovarian cancer; 79,000 compounds, 4.7% hits; AID 1794786
ACHN: ACHN renal cancer; 81,000 compounds, 4.9% hits; AID 1794771
SK-OV-3: SK-OV-3 ovarian cancer cells. 80,000 compounds, 3.2% hits
SN12C: SN12C renal cancer cells. 81,000 compounds, 3.8% hits
RXF 393: RXF 393 renal cancer cells; 77,000 compounds, 6.9% hits
Numbers without * were called inactive; . = not tested or not shown; & = joins results of further samples. Rule for the calls: active = growth percent below 10; inactive = the rest.

SMILES	UO-31	786-0	TK-10	IGROV1	ACHN	SK-OV-3	SN12C	RXF 393
CCCCN1C=C/C(=C\C(=O)n2ccc3ccccc32)c2ccccc21	56	103	139	57	90	91	92	90
COC(=O)CCC(NC(=O)C(CCCCN)N(C(=O)OCc1ccccc1)C(=O)OCc1ccccc1)C(=O)OC (centres undefined)	81	104	107	102	101	98	104	104
CSc1ccc(C(=O)c2ccc(Cl)cc2)cc1	85	97	81	99	102	107	96	104
CC1Cc2c(NCc3ccccc3)ncnc2N2CCc3cccc1c32 (centres undefined)	80	86	82	109	94	94	90	80
CSc1nc(-c2cccc(NC(=O)/C=C/C(=O)O)c2)c(C#N)c(=O)n1C	89	103	115	110	105	105	105	112
Cn1c(=O)[nH]c(Cl)c([N+](=O)[O-])c1=O	79	104	100	99	99	103	106	119
COc1ccc(C2C(C#N)=C(c3c[nH]c4ccccc34)Nc3nc(N)nc(N)c32)cc1 (centres undefined)	53	52	72	90	88	84	92	97
CC(=O)C1=C(O)C2(O)C(=O)c3c(c(C)c4ccc(C)c(O)c4c3O)CC2C(N)C1=O (centres undefined)	82	96	104	77	102	97	104	93
COC(=O)CC[C@H](C)[C@H]1CC[C@H]2[C@@H]3CC[C@@H]4C(c5nc6ccc(Cl)cn6c5NC(C)(C)C)=C(Cl)CC[C@]4(C)[C@H]3CC(=O)[C@]12C	44	84	83	83	68	85	62	88
CC1(C)CC(=O)c2cc3c(N)c(C(=O)Nc4ccccc4Cl)sc3nc2C1	117	102	106	127	114	108	104	117
O=C(NN=C1CCCCC1)C(=O)Nc1cccc(C(F)(F)F)c1	84	97	102	93	102	103	102	101
Cc1nc(=O)c2c3ccc(O)cc3sc2n1Cc1ccccc1	83	97	94	97	102	98	102	109
C[N+](C)(C)CC(=O)N/N=C\c1ccco1	83	102	95	104	107	103	106	118
COc1ccc(C2CC(=O)Nc3c2c(C)nn3-c2nc3ccccc3[nH]2)cc1 (centres undefined)	34	106	116	13	99	122	103	101
COC(=O)C[Se]C(=O)Cc1c(C)n(C(=O)c2ccc(Cl)cc2)c2ccc(OC)cc12	9.9*	83	71	17	53	118	57	.

As a short view, part of the list above.
SMILES	UO-31	786-0	TK-10	IGROV1	ACHN	SK-OV-3	SN12C	RXF 393
COC(=O)CC[C@H](C)[C@H]1CC[C@H]2[C@@H]3CC[C@@H]4C(c5nc6ccc(Cl)cn6c5NC(C)(C)C)=C(Cl)CC[C@]4(C)[C@H]3CC(=O)[C@]12C	44	84	83	83	68	85	62	88
CC1(C)CC(=O)c2cc3c(N)c(C(=O)Nc4ccccc4Cl)sc3nc2C1	117	102	106	127	114	108	104	117
O=C(NN=C1CCCCC1)C(=O)Nc1cccc(C(F)(F)F)c1	84	97	102	93	102	103	102	101
Cc1nc(=O)c2c3ccc(O)cc3sc2n1Cc1ccccc1	83	97	94	97	102	98	102	109
C[N+](C)(C)CC(=O)N/N=C\c1ccco1	83	102	95	104	107	103	106	118
COc1ccc(C2CC(=O)Nc3c2c(C)nn3-c2nc3ccccc3[nH]2)cc1 (centres undefined)	34	106	116	13	99	122	103	101
COC(=O)C[Se]C(=O)Cc1c(C)n(C(=O)c2ccc(Cl)cc2)c2ccc(OC)cc12	9.9*	83	71	17	53	118	57	.

The list goes on:
SMILES	UO-31	786-0	TK-10	IGROV1	ACHN	SK-OV-3	SN12C	RXF 393
O=S(=O)(O)SCc1ccccc1	89	102	91	105	104	101	102	111
C=CCNC(=O)OC	86	100	104	102	109	108	109	127
O=C(O)CCCCCN1C(=O)NC2(C1=O)c1ccccc1-c1ccccc12	88	93	97	99	101	99	.	107
Cc1ccc2c(n1)C(=O)C(Cl)=C(Nc1ccc(S(=O)(=O)Nc3nnc(C)s3)cc1)C2=O	92	104	105	114	112	110	111	.
CCn1c(SCC(=O)c2ccccc2)nnc1-c1ccncc1	79	105	108	100	103	109	97	104
CC(=O)c1c([Si](C)(C)C)c(C(=O)c2ccc(Br)cc2)n2ccc(C#N)cc12	63	80	86	79	86	98	93	71
CSc1nc(-c2cccs2)c2c(N)nn(S(=O)(=O)c3ccc(C)cc3)c2n1	70	95	106	97	91	84	83	101
CCOC(=O)c1sc2ncc(-c3ccc(C)cc3)n2c1C	78	106	147	71	84	81	87	107
CC1CN(C(C)C)C(=S)N(c2ccccc2)C1=O (centres undefined)	85	96	112	82	100	106	101	102
NCCCNc1nc2ccc(Cl)cc2c2c(=O)c3cc(F)ccc3sc12	46	73	89	53	35	89	71	62
CCOC(=O)n1cc(C2=C(c3ccc(OC)c(OC)c3)COC2=O)c2ccccc21	26	23	54	18	23	.	18	-4.9*
CN(C)c1ncc(-c2ccc(C(F)(F)F)cc2)c(NC2CCCCCC2)n1	31	67	65	79	16	83	46	79
O=C(NCCc1ccc(O)c(O)c1)c1ccccc1Nc1ccnc(C(F)(F)F)c1	63	95	109	107	85	83	93	109
CC(c1ccccc1C(=O)O)c1cc(F)cc2ccccc12 (centres undefined)	93	116	89	107	112	111	103	119
CN(C)c1ccc(/C=C/c2c(F)cccc2F)cc1	56	105	109	60	93	89	98	108

Two records drawn at random from those above:
SMILES	UO-31	786-0	TK-10	IGROV1	ACHN	SK-OV-3	SN12C	RXF 393
CCOC(=O)n1cc(C2=C(c3ccc(OC)c(OC)c3)COC2=O)c2ccccc21	26	23	54	18	23	.	18	-4.9*
COc1ccc(C2C(C#N)=C(c3c[nH]c4ccccc34)Nc3nc(N)nc(N)c32)cc1 (centres undefined)	53	52	72	90	88	84	92	97

The list goes on.
SMILES	UO-31	786-0	TK-10	IGROV1	ACHN	SK-OV-3	SN12C	RXF 393
COc1cc(/C=C/c2cc(/C=C/c3ccc(O)c(OC)c3)n(-c3c(C)cccc3C)c(=O)n2)ccc1O	1.6*	13	27	9.7*	6.5*	-38*	12	-32*
c1csc(C2Nc3ccccc3N2)c1	72	103	122	91	98	97	99	108
Cc1nc(NCc2ccco2)c2c3c(sc2n1)CCC3	74	86	90	79	100	92	113	96
CC1=C(C(=O)Nc2ccccc2)C(c2cccc(Cl)c2Cl)n2c(nc3ccccc32)N1 (centres undefined)	34	53	58	55	43	84	53	35
CS(=O)(=O)Nc1ccc(CNC(=O)c2sccc2Nc2ccnc(C(F)(F)F)c2)cc1	89	92	94	107	95	91	100	104
Clc1ccc(-c2cnnn2-c2nonc2-n2cccc2)cc1	62	.	150	94	107	103	98	103
C[C@@H](C(=O)O)c1ccc2c3cc(Cl)ccc3n(Cc3cc(=O)oc4ccc(Cl)cc34)c2c1	76	96	116	74	100	97	99	116
O=C(CSc1nc2c(c(=O)[nH]1)CCCC2)NNC(=O)c1ccc([N+](=O)[O-])cc1	82	101	95	113	106	104	101	.
CN1CCCNc2c(c(=O)c2=O)NCCCN(C)CCCNc2c(c(=O)c2=O)NCCCN(C)CCCNc2c(c(=O)c2=O)NCCCN(C)CCCNc2c(c(=O)c2=O)NCCCN(C)CCCNc2c(c(=O)c2=O)NCCCN(C)CCCNc2c(c(=O)c2=O)NCCCN(C)CCCNc2c(c(=O)c2=O)NCCC1	17	54	27	48	43	29	33	.
C=CC(C)(O)CC (centres undefined)	90	100	85	106	100	102	104	100
Cc1ccc(C(=O)c2ccc3nc(-c4ccc(O)cc4)n(C)c3c2)cc1	87	98	89	117	103	103	107	116
C[C@@H]1N=C(c2ccc(N=[N+]=[N-])cc2)Nc2nc3ccccn3c2C1=O	70	95	133	74	85	.	104	86
O=c1[nH]nc(-c2ccc(Br)cc2)c2sc(NC(=S)Nc3ccc(Cl)cc3)nc12	89	102	123	81	102	97	109	111
CNC(=O)c1cc(Oc2ccc3nc(NC(=O)Nc4ccc(Cl)c(C(F)(F)F)c4)sc3c2)ccn1	-7.1*	-64*	-55*	57	-22*	13	16	-19*
Nc1nc(-c2ccncc2)nn1-c1nc2ccccc2s1	98	100	111	99	110	.	98	122

An excerpt of these results, as a markdown table:
| SMILES | UO-31 | 786-0 | TK-10 | IGROV1 | ACHN | SK-OV-3 | SN12C | RXF 393 |
| --- | --- | --- | --- | --- | --- | --- | --- | --- |
| c1csc(C2Nc3ccccc3N2)c1 | 72 | 103 | 122 | 91 | 98 | 97 | 99 | 108 |
| C=CC(C)(O)CC (centres undefined) | 90 | 100 | 85 | 106 | 100 | 102 | 104 | 100 |
| COc1cc(/C=C/c2cc(/C=C/c3ccc(O)c(OC)c3)n(-c3c(C)cccc3C)c(=O)n2)ccc1O | 1.6* | 13 | 27 | 9.7* | 6.5* | -38* | 12 | -32* |

(further entries)
SMILES	UO-31	786-0	TK-10	IGROV1	ACHN	SK-OV-3	SN12C	RXF 393
NC(N)=Nc1cc2ccccc2c2ccccc12	57	91	105	65	72	80	80	79
CC(C)Sc1nc(-c2ccc(F)cc2)c(C#N)c(=O)[nH]1	88	102	.	113	106	107	97	108
CN(C1c2ccccc2Oc2ccccc21)S(=O)(=O)c1cc(Br)ccc1Br	70	85	88	80	90	86	.	94
CCCCCCCCCC(=O)N(CCCC)CCCC	82	102	113	110	102	107	100	.
N#Cc1c(-c2ccc(Cl)cc2)nc(SCC(=O)Nc2nc(-c3ccc(Cl)cc3)cs2)[nH]c1=O	81	94	110	97	97	92	98	80
CCCCCC(=O)c1cc(O)c(O)c(O)c1	24	89	89	85	67	95	90	71
CCCCCOC(=O)N1CCCCC1CCC (centres undefined)	97	99	105	128	105	102	100	122
COc1ccc2nc(-c3nnc(-c4ccccc4)o3)c(Cl)nc2c1	91	108	125	116	110	101	106	104
COc1cnccc1-c1nc2ccc3[nH]ncc3c2c2c1CCC2	44	71	66	68	64	76	88	.
N#Cc1c(NCc2ccc(Br)cc2)sc2c1CCCC2	93	87	99	95	102	.	94	118
NNc1nc2ccccc2s1	71&82	99&110	120&102	99&87	101&88	99&90	99&100	108&137
COC(=O)C(C)n1c(-c2ccc(C)o2)nc2cc3nc4ccccc4nc3cc21 (centres undefined)	87	101	122	99	102	98	104	129
Cc1nn(-c2ccccc2)c2nc(C)n(C(=O)N/N=C/c3ccccc3O)c(=O)c12	69	105	133	94	89	97	98	110
CC(C)Cc1ccc(C(C)C(=O)NCc2c[nH]c3ccc(Cl)cc23)cc1 (centres undefined)	65	96	107	87	87	99	94	88
CCCCn1c(C)cc(C)c(C#N)c1=O	86	100	86	99	99	116	94	122

Laid out differently: entries from further up.
| molecule | UO-31 | 786-0 | TK-10 | IGROV1 | ACHN | SK-OV-3 | SN12C | RXF 393 |
| --- | --- | --- | --- | --- | --- | --- | --- | --- |
| COc1ccc(C2CC(=O)Nc3c2c(C)nn3-c2nc3ccccc3[nH]2)cc1 (centres undefined) | 34 | 106 | 116 | 13 | 99 | 122 | 103 | 101 |
| COC(=O)C[Se]C(=O)Cc1c(C)n(C(=O)c2ccc(Cl)cc2)c2ccc(OC)cc12 | 9.9* | 83 | 71 | 17 | 53 | 118 | 57 | . |
| O=S(=O)(O)SCc1ccccc1 | 89 | 102 | 91 | 105 | 104 | 101 | 102 | 111 |
| C=CCNC(=O)OC | 86 | 100 | 104 | 102 | 109 | 108 | 109 | 127 |

Other structures follow:
SMILES	UO-31	786-0	TK-10	IGROV1	ACHN	SK-OV-3	SN12C	RXF 393
O=C(CCl)Oc1ccc2ccccc2c1	82	110	108	112	105	102	96	109
C=CCNC(=S)/N=C/C(C(=O)Nc1ccccc1OC)=C(\C)O	98	102	111	111	106	101	106	102
COc1cc(/C=N/NC(=O)Cn2c(-c3ccc(C)o3)nc3ccccc32)ccc1OCc1ccccc1	62	99	93	94	85	92	95	86
CN(C)CCS(=O)(=O)Nc1cc(-c2ccc3ncc(C#N)c(Nc4ccc(F)c(Cl)c4)c3c2)cnc1Cl	-55*	-20*	-36*	-43*	8.6*	-35*	0.7*	-56*
CCCN(CCC)C1N=C(C)Nc2c1sc(=S)n2-c1ccc(OC)cc1OC (centres undefined)	64	94	104	115	87	88	87	109
CCCC(=O)Nc1ccn(C2OC(CO)C(O)C2O)c(=O)n1 (centres undefined)	88	94	96	81	100	107	98	88
Brc1ccc(-c2cc(-c3cccs3)cc(-c3ccccc3)n2)cc1	93	96	105	104	102	97	100	.
CS(=O)(=O)Nc1cc(-c2ccc3ncnc(Nc4ccc(OCc5ccccn5)c(Cl)c4)c3c2)cnc1Cl	0.2*	22	-20*	-31*	24	-27*	20	-31*
COC(=O)C1=Nc2ccc(F)cc2/C1=C/c1sc(=S)[nH]c1O	15	10.0*	56	14	25	28	27	30
COc1cc(/C=C2\CCC/C(=C\c3ccc(OCC4CO4)c(OC)c3)C2=O)ccc1OCC1CO1 (centres undefined)	48	65	59	-13*	30	20	24	4.7*
O=C(c1cccc(F)c1)n1ccc2cc(NC(=S)Nc3ccc(N4CCOCC4)cc3)ccc21	85	100	112	107	106	96	102	104
Cc1ccc(NS(=O)(=O)c2ccc(Br)cc2)cc1	90	95	101	104	110	103	105	120
O=C1OC(=O)[C@H]2[C@@H]1[C@H]1C=C[C@@H]2OC1=O	93	110	99	109	119	118	97	136
Brc1cccc(-c2cc(-c3ccc4c(c3)OC=CO4)[nH]n2)c1	50	70	108	41	44	68	59	60

Random draw from the library (roughly 9.6% active in at least one column).
